ZTA counter: ZTA (EBV) inhibition in EBNA-1 counter-screen | P03206 | ZTA-DNA binding, fluorescence polarization | inhibition, % at 11 µM | 320,000 tested, 0.15% active | AID 2234; in the data active = inhibition above about 33%
Target sequence (P03206 whole entry, looked up): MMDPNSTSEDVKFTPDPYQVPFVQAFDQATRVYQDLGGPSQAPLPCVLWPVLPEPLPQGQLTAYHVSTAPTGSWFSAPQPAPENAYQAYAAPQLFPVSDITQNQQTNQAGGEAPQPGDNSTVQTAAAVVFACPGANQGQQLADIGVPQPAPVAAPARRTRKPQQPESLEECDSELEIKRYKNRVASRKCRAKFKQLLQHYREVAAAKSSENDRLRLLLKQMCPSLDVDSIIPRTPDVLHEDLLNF
PAFAH1B3 inh: PAFAH1B3 enzyme inhibitors, primary screen, biochemical, fluorescence polarization, human | AID 492972, 2010 | 340,000 tested, 0.28% active | inhibition, % at 3.39 µM | recombinant PAFAH1B3, FP-rhodamine probe;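 active = inhibition above the screen-wide average of all tested compounds plus 3 SD, cut at about 25% in these data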;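 note: 0% = enzyme with DMSO only and 100% = wells lacking PAFAH1B3 protein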
Target sequence (Q15102 whole entry, looked up): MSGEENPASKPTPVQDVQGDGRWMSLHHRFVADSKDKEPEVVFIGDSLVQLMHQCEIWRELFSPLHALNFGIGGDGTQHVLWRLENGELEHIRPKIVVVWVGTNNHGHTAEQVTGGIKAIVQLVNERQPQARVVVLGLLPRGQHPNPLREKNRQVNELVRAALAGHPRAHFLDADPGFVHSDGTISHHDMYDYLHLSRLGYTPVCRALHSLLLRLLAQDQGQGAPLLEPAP
PAD4 FP inh: human PAD4 inhibitors, primary screen, biochemical, fluorescence polarization, 1536-well format. inhibition, % at 6.36 µM. recombinant PAD4, RCA probe fluorescence polarization. 330,000 tested, 0.41% active. Protein-arginine deiminase type-4 (Homo sapiens), Q9UM07;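 active = percent inhibition above a cutoff equal to the mean of all tested compounds plus 3 SD, cut at about 15% in these data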;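 note: 0% = PAD4 with RCA probe and DMSO and 100% = probe without PAD4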
GSTO1 inh: inhibitors of recombinant GSTO1, primary screen, counter-screen for RBBP9 inhibitor project, biochemical, fluorescence polarization; activity-based probe fluorescence polarization; Glutathione S-transferase omega-1 (Homo sapiens), P78417; 300,000 tested, 1.1% active; inhibition, % at 5.96 µM;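 active = inhibition above the campaign mean inhibition plus 3 SD, cut at about 35% in these data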;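 note: 0% = GSTO1-1 with DMSO and 100% = wells lacking GSTO1-1 enzyme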
LYPLA1 counter: LYPLA1 inhibitors, primary screen, counter-screen for PME1 inhibitor project, biochemical, fluorescence polarization, FP-Rh probe ABPP; Acyl-protein thioesterase 1 (Homo sapiens), O75608; recombinant LYPLA1; inhibition, % at 5.9 µM; 320,000 tested, 0.16% active; AID 2174, 2009;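 active = inhibition above the mean of all tested compounds plus 3 SD, set per campaign, cut at about 14% in these data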;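 note: inhibitors block serine hydrolase probe labeling of LYPLA1 so polarization falls; 0% = enzyme with DMSO and 100% = wells lacking LYPLA1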
Target sequence (O75608 whole entry, looked up): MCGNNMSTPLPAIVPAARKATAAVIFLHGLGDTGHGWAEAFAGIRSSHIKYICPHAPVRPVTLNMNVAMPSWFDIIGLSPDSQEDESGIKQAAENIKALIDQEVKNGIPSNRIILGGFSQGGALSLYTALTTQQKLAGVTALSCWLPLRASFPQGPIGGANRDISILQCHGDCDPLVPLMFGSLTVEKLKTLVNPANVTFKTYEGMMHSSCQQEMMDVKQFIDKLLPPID
LYPLA2 inh: LYPLA2 inhibitors, primary screen, counter-screen for PME1 inhibitor project, biochemical, fluorescence polarization, FP-Rh probe ABPP; 320,000 tested, 0.38% active; Acyl-protein thioesterase 2 (Homo sapiens), O95372; AID 2177, 2009; recombinant LYPLA2; inhibition, % at 5.9 µM;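 active = inhibition above the screen-wide mean plus 3 SD, limit set per campaign, cut at about 26% in these data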;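 note: 0% = LYPLA2 with DMSO and 100% = wells lacking LYPLA2 enzyme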
Target sequence (O95372 whole entry, looked up): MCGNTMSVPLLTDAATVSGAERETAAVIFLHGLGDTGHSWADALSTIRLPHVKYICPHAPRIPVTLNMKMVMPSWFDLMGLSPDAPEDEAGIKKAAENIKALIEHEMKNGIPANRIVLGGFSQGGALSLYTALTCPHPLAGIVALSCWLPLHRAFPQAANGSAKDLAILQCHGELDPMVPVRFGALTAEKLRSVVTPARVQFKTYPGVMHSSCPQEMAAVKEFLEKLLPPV
PAFAH2 FP inh: PAFAH2 enzyme inhibitors, primary screen, biochemical, fluorescence polarization, human; AID 492956, 2010; inhibition, % at 3.39 µM; 340,000 tested, 0.99% active; recombinant PAFAH2, FP-rhodamine activity probe; Platelet-activating factor acetylhydrolase 2, cytoplasmic (Homo sapiens), Q99487;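 active = inhibition above the mean over all tested compounds plus 3 SD, cut at about 30% in these data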;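 note: inhibitors block probe labeling of enzyme so polarization drops; 0% = enzyme with DMSO and 100% = wells lacking PAFAH2 protein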
EBNA-1 inhibitor: EBNA-1 DNA-binding inhibitors, primary screen, biochemical, fluorescence polarization | inhibition, % at 14.8 µM | 300,000 tested, 0.34% active; in the data active = inhibition above about 28%
PREPL inhibitor: PREPL enzyme inhibitors, primary screen, biochemical, fluorescence polarization; recombinant PREPL, fluorescence polarization activity-based probe; inhibition, % at 5.96 µM; 320,000 tested, 0.68% active; in the data active = inhibition above about 43%;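 note: 0% = enzyme with DMSO and 100% = wells lacking enzyme; many of its hits are not listed in these tables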
* = called active by the depositor; · = not tested or not shown.

SMILES	ZTA counter	PAFAH1B3 inh	PAD4 FP inh	GSTO1 inh	LYPLA1 counter	LYPLA2 inh	PAFAH2 FP inh	EBNA-1 inhibitor	PREPL inhibitor
Cc1ccc(/C=N/NC(=O)c2nnn(-c3nonc3N)c2CSc2ccc(Cl)cc2)cc1	13	9	-8	5	-3	-4	-4	8	-4
Cc1cccc(NC(=O)CSc2ccc(C(N)=O)cc2[N+](=O)[O-])c1C	-2	-1	4	0	3	18	2	10	26
O=C1CC2(CCCC2)CC(=O)N1c1ccccc1	6	2	0	6	4	9	-3	13	2
CSc1nc(C)cc(C)c1C#N	9	3	-1	-6	1	6	-9	8	7
Cc1cc(C)n(-c2nc3ccccc3n3c(C)nnc23)n1	-5	4	-1	12	2	3	0	-8	-3
O=C(Cc1n[nH]c(=O)[nH]c1=O)N/N=C/c1cccc(O)c1	16	14	-1	4	-1	-7	0	-2	4
COc1ccc(S(=O)(=O)N2CCOCC2)cc1NC(=O)CSc1nnc(C2CC2)n1N	-5	-4	7	4	-4	-8	10	-7	-5
Cc1ccccc1CN(CC(=O)Nc1cccc([N+](=O)[O-])c1)S(=O)(=O)c1ccc(Cl)cc1	-28	-1	-5	0	-28	-49	-29	-2	0
COc1ccc(NC(=O)CN(C)C(=O)c2cccc(NS(=O)(=O)c3ccc(Br)cc3)c2)cc1	4	2	-3	-2	1	6	-1	-10	-3
CCOCCn1c(CN2CCN(C)CC2)nc2c1c(=O)n(C)c(=O)n2C	7	-3	-2	6	-1	-5	-5	14	-1
Cc1cc(C)cc(-n2cc(C(=O)O)c(=O)cc2C)c1	3	2	-2	9	-3	-2	0	3	-4
O=C1OCCN1C(=O)[C@H]1[C@H](c2ccc(F)cc2)C(c2ccc(F)cc2)=NN1c1ccccc1	4	-5	5	2	-5	-7	-1	4	14
CC1(C)CC(=O)c2c(nc3ccccc3c2N)C1	-9	8	-3	4	2	2	-3	-7	-5
C/C(=N\NC(=S)NC(C)C)c1ccc(C(C)(C)C)cc1	14	8	1	5	1	2	6	4	-5
Cc1ccc(-c2csc(NCCn3c(C)nc4cc(C(F)(F)F)ccc43)n2)cc1	·	5	-1	·	·	·	1	·	26
O=C(Nc1ccc(SC(F)F)cc1)c1cc(-c2ccncc2)nc2ccccc12	-6	-4	1	·	-18	-18	-23	·	16
COC(=O)c1cn(NC(=O)c2cccnc2)c(=O)c2ccccc12	12	-7	-2	1	0	-1	5	-4	-5
CCOC(=O)C1CCCN(C(=O)Cn2nc(CC)n3c(cc4sccc43)c2=O)C1 (stereo unspecified)	-5	-2	-1	1	1	2	-5	-9	4
Cc1sc2nc(SCC(N)=O)n(C)c(=O)c2c1C	1	15	-1	2	3	2	-2	-3	3
CSc1ccccc1NC(=S)NCc1ccc(Cl)cc1	2	8	-2	3	2	14	-1	9	8
CCOc1cc(N2CCOCC2)c(OCC)cc1NC(=O)c1cccc(N(C)C)c1	-14	2	2	15	3	5	5	-7	19
COc1ccccc1C(=O)NN=C1CCN(Cc2ccccc2)CC1	-3	-2	1	0	6	9	-3	-8	8
Cc1c(C(=O)N2CCN(c3ccc(F)cc3)CC2)sc2nc3n(c(=O)c12)CCC3	19	6	0	3	5	3	5	5	-4
CCCCn1c(N)c(N(CC(C)C)C(=O)CSc2n[nH]c(-c3ccc(C)cc3)n2)c(=O)[nH]c1=O	-1	8	1	-2	2	6	3	2	0
Cc1cnn(CCC(=O)NNC(=S)NCC(C)C)c1	0	7	-3	3	-1	2	-1	6	-1
CC1CN(S(=O)(=O)c2ccc(C(=O)N(CCCN(C)C)c3nc4c(Cl)cccc4s3)cc2)CC(C)O1 (stereo unspecified)	8	0	-4	-2	10	-1	0	6	-11
N#Cc1ccc(OC(=O)c2cnccn2)cc1	-4	6	-5	10	1	0	-1	-7	6
CC(=O)c1ccc(N2CCN(C(=O)c3cn(Cc4ccccc4)nc3-c3cccnc3)CC2)c(F)c1	7	10	4	·	1	5	-4	·	19
COc1cc2[nH]c(=O)n(Cc3ccc(C(=O)N4CCC(N5CCCCC5)CC4)cc3)c(=O)c2cc1OC	0	5	1	7	-1	-1	7	-5	-5
CCCCCNC(=O)c1cccc(S(=O)(=O)N2CC3(C)CC2CC(C)(C)C3)c1 (stereo unspecified)	-6	6	-1	-5	-2	-3	6	0	-8
N#CC(C#N)=C(N)CSc1cccc[n+]1[O-]	-8	3	1	9	1	0	0	2	2
COC(=O)C1=C(C)N(CCCC(=O)O)C(=O)NC1c1ccc(C#N)cc1 (stereo unspecified)	11	17	-1	3	0	0	4	4	6
O=C(Nc1ccncc1)c1ccc(Cl)cc1	9	13	-4	-1	-1	4	1	-7	-4
Cc1nccn1S(=O)(=O)c1ccc(Br)cc1Br	7	-7	1	-2	0	6	-13	2	-6
COc1ccc(NC(=O)CC2Sc3ncnn3C2=O)cc1 (stereo unspecified)	-2	1	2	-3	-1	-3	7	-2	16
Cc1nn(C(=O)CCC(=O)NCc2ccccc2Cl)c2ccccc12	-4	-8	-4	4	-6	7	2	2	1
CCOC(=O)/C=C/C(=O)OCC(=O)Nc1c(Cl)cccc1Cl	6	-6	4	3	0	-4	12	-6	10
O=c1[nH]cc(F)c(=O)[nH]1	-11	0	-2	6	-1	2	0	6	-1
O=C(NNC(=S)Nc1ccc(Cl)cc1Cl)c1ccc(N2CCOCC2)c([N+](=O)[O-])c1	-6	12	-1	19	0	6	16	-2	21
CCC1(c2ccc(Cl)cc2)NC(=O)N(Cc2ccc(C(=O)OC)cc2)C1=O (stereo unspecified)	-10	10	-2	-3	4	6	-4	1	-14
COC(=O)N1C(=O)[C@@](c2ccccc2)(C2CCCCC2)N1C(=O)OC	-2	8	1	-3	1	-2	1	-3	-8
Cc1ccc(C)c(NC(=S)Nc2ncccc2C)c1	6	0	-10	2	3	1	4	11	7
CCn1c(Cc2ccccc2)n[nH]c1=S	-6	3	-5	5	1	2	-5	-4	4
Cn1c(SCC(=O)O)nnc1-c1ccc(NC(=O)c2ccc(Cl)c(Cl)c2)cc1	-2	5	-2	0	-2	-1	7	3	3
Cc1cc(CNC(=O)c2ccc3oc(C(C)C)nc3c2)nn1C	7	3	2	3	2	1	-6	-7	5
C=CCOC(=O)c1cn(CC)c2nc(C)ccc2c1=O	10	6	-2	-6	2	3	-6	1	2
OCC1(CCOc2ccccc2)CCN(Cc2ccccc2OC(F)F)CC1	5	0	-1	6	3	1	6	-3	-9
O=C(Nc1nc(-c2ccccc2)cs1)c1ccc(=O)[nH]c1	-3	1	-2	0	-11	-12	-5	-8	-8
CCC1(CC)NC(=O)N(CC(=O)OC(C)C(=O)Nc2ccccc2OC)C1=O (stereo unspecified)	-9	4	-2	4	1	9	-3	-4	10
CC(C)(C)c1ccc(NC(=O)C(=O)C2C(=O)Nc3ccccc32)cc1 (stereo unspecified)	24	5	4	3	-3	-1	2	-1	8
Cc1ccc(C)c(N(Cc2cc3ccc(C)cc3[nH]c2=O)C(=O)c2ccco2)c1	8	-2	2	3	-4	-6	-3	2	-19
NS(=O)(=O)c1ccc(CCNC(=O)c2cc(-c3ccccn3)nc3ccc(Br)cc23)cc1	-1	-17	-9	-34	-19	-52	-20	43*	-12
CC(C)(Cc1ccc(O)cc1)NC(=O)CC(=O)N/N=C/c1ccc(Cl)cc1	-12	11	-3	-7	0	1	-2	5	-14
COc1ccc(N(CC(=O)Nc2cc(C)ccc2C)S(=O)(=O)c2c(C)noc2C)cc1	-1	8	-8	-6	-4	-1	10	4	-7
Cc1cnc(C(=O)NNC(=O)c2ccc(Br)cc2)cn1	12	2	-2	4	-1	-2	7	-8	-3
COC(=O)c1cc(C#N)c(=O)[nH]c1C	18	2	-3	1	0	-8	0	8	12
COc1ccc(CCN=C2SCC(=O)N2Cc2ccccc2)cc1OC	-3	8	-1	-2	-1	-3	-1	-4	-2
O=C1OC(Nc2ccccn2)c2ccccc21 (stereo unspecified)	5	4	3	-1	1	-1	-7	0	10
Cc1cc(C)cc(NC(=O)c2ccc(CNc3c(N4CCOCC4)c(=O)c3=O)cc2)c1	-10	1	-1	2	3	10	13	-5	-6
Cc1cc(/C=N/Nc2ccc([N+](=O)[O-])cn2)c(C)n1-c1cccc(C(=O)O)c1	21	4	-2	31	-1	8	13	2	20

Some entries already given, reduced to LYPLA2 inh.
compound,LYPLA2 inh
COC(=O)c1cc(C#N)c(=O)[nH]c1C,-8
COc1ccc(CCN=C2SCC(=O)N2Cc2ccccc2)cc1OC,-3
O=C1OC(Nc2ccccn2)c2ccccc21 (stereo unspecified),-1

Of the compounds above, two have a tert-butyl group:
SMILES	ZTA counter	PAFAH1B3 inh	PAD4 FP inh	GSTO1 inh	LYPLA1 counter	LYPLA2 inh	PAFAH2 FP inh	EBNA-1 inhibitor	PREPL inhibitor
C/C(=N\NC(=S)NC(C)C)c1ccc(C(C)(C)C)cc1	14	8	1	5	1	2	6	4	-5
CC(C)(C)c1ccc(NC(=O)C(=O)C2C(=O)Nc3ccccc32)cc1 (stereo unspecified)	24	5	4	3	-3	-1	2	-1	8

(list continues)
SMILES	ZTA counter	PAFAH1B3 inh	PAD4 FP inh	GSTO1 inh	LYPLA1 counter	LYPLA2 inh	PAFAH2 FP inh	EBNA-1 inhibitor	PREPL inhibitor
O=C(NCc1ccco1)c1cccnc1Cl	-6	5	1	4	3	7	-3	5	-11
C[C@@]12CCC=C[C@H]1[C@H](c1ccc(C(F)(F)F)cc1)N(Cc1ccccc1)C2=O	29	7	-2	2	2	-2	-6	2	3
Cc1csc2ncnc(N3CCN(S(=O)(=O)c4cccc(C(F)(F)F)c4)CC3)c12	-21	-3	1	1	-1	7	-3	3	-5
Cc1ccc2nc(NC(=O)CSc3nc4ccccc4o3)sc2c1	3	3	-3	8	-3	-10	-5	2	12
CCOC(=O)Nc1sc(NS(=O)(=O)c2ccc(C)cc2)nc1C	6	6	-1	9	0	1	5	11	10
COc1ccc(Cc2nc3ccc(C(=O)NCCn4ccnc4C)cc3o2)cc1OC	0	4	-1	0	0	6	-3	7	5
COc1ccc(-c2csc(NS(=O)(=O)c3ccc([N+](=O)[O-])cc3)n2)cc1	-2	5	0	11	0	4	11	5	7
c1ccc(CCn2nnnc2CN2CCCc3ccccc32)cc1	-1	4	2	6	-1	4	-1	-4	4
c1cc(CNCC2CCCO2)ccn1 (stereo unspecified)	2	2	-3	1	2	3	-3	-1	4
NC(=O)c1c(NC(=O)c2ccncc2)sc2c1CCCCCC2	-5	4	-2	0	0	7	12	8	10
O=C(CN1CCN(c2ccc(F)cc2)CC1)Nc1ccc(-n2cnnn2)cc1	-2	-4	0	2	0	1	3	-9	-3
Cc1nc(C)c(/C(O)=C/c2nc3ccc([N+](=O)[O-])cc3oc2=O)o1	7	·	2	3	3	25	·	7	1
Nn1c(SCC(=O)Nc2ccc3c(c2)OCO3)nnc1-c1ccc(Cl)cc1	11	2	1	-1	-3	5	8	14	2
O=C(c1ccco1)N1CCN(S(=O)(=O)c2cccc(Cl)c2)CC1	-14	5	-4	7	-1	-3	-3	7	-9
O=C(CSc1nnc(Cc2ccccc2)o1)N1CCc2ccccc21	-22	4	3	9	4	5	-13	1	-1
Cc1ccc(NC(=O)CSc2nnnn2-c2cccnc2)c(C)c1	13	1	-5	-1	0	-3	-4	3	-6

Only part of the results is shown; the hit share may differ from the screen's.
